# TDP1 cell noCPT: qHTS for Inhibitors of human tyrosyl-DNA phosphodiesterase 1 (TDP1): qHTS in cells in absence of CPT; DT40 Tdp1-/- hTDP1 cells, no CPT, ATP luminescence, 48 h; Potency, µM (series often up to 46.2 µM), without a hit: at the top dose activity change, negative = growth inhibition, hits mostly inhibitors; actives 15% (n = 420,000); further: nearly all actives have a fitted effect of over 55% in size
#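 DT40 Tdp1-/-;hTDP1 cells, no CPT (DMSO vehicle only), 400 cells/well; compounds pin-transferred; ≥48 hr, 37 °C; CellTiter-Glo 30 min RT dark, luminescence read.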
# GCN5L2 inh: inhibitors of human GCN5L2 histone acetyltransferase; AID 504327; Potency, µM (titrated, usually from 58.9 µM), without a hit: at the highest dose activity change, negative = inhibition, hits mostly inhibitors; GCN5L2 HAT assay, ThioGlo1 CoA-SH fluorescence; actives 0.21% (n = 390,000); Q92830
# Target sequence (Q92830 whole entry, looked up): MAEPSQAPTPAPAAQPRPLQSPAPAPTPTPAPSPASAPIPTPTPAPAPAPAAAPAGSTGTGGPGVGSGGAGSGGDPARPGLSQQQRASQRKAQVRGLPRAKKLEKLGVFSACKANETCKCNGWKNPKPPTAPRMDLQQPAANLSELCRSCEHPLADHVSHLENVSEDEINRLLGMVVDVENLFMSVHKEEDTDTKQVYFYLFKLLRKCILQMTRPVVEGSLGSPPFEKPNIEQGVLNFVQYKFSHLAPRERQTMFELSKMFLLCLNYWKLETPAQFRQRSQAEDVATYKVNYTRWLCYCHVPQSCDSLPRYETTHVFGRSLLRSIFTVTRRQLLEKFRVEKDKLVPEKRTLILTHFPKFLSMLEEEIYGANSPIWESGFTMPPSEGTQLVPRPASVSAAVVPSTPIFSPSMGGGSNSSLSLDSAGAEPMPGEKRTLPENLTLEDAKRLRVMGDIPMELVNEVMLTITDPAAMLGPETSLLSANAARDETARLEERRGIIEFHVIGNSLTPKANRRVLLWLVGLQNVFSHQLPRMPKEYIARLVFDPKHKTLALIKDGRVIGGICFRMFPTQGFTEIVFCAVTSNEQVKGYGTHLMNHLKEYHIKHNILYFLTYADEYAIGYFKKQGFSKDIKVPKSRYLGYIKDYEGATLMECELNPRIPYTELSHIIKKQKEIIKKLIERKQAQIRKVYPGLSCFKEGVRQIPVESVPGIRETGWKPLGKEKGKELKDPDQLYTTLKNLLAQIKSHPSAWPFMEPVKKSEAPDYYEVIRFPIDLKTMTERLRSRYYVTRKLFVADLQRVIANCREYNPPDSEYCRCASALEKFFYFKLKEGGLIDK
#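 qHTS, 1536-well. 20nM enzyme, pH 7.5 HEPES/EDTA/Tween-20 buffer; 15 min compound preinc., RT. Start: 75uM H3(1-25), 70uM AcCoA, 50uM ThioGlo1. Read Ex340/Em540 at t=0 (autofluorescence flag) and t=20 min.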
# DT40 TDP1 CPT: DT40-hTDP1 cell growth loss with CPT. chicken DT40 Tdp1-/-;hTDP1 cells + 20 nM CPT, ATP luminescence, 48 h. Potency, µM (highest dose often 46.2 µM), inactives show at the top dose activity change, negative = growth inhibition, usual class: inhibitors. actives 12% (n = 420,000). AID 686979; further: nearly all actives have a fitted effect of over 55% in size
#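 Chicken DT40 Tdp1-/- cells complemented with human TDP1, 400 cells/well, exposed to compounds plus 20 nM camptothecin for at least 48 h at 37 C; viability read as ATP content by CellTiter-Glo luminescence.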
# An asterisk follows results filed as active; ? = inconclusive; nt = not tested or not shown; & = joins results of further samples; [ ] = another dose, or the depositor's remark. The call rests on the fitted dose curve; in most records, active means well fitted curve in the direction sought with a large enough effect; inconclusive means small, poorly fitted or top-dose-only effect, or another doubt; inactive means no such curve, though single readings can be large; an effect the other way counts as inactive or inconclusive. On the % scale 0 is the no-effect control and ±100 the full control effect; potency means the concentration at half of the fitted maximal effect.
compound	TDP1 cell noCPT	DT40 TDP1 CPT	GCN5L2 inh
Cc1ccc(CCC(=O)Nc2ccc(Cl)cc2Cl)o1	-24%	-20%	nt
Cc1ccc(C(=O)N2CCCCC2)cc1S(=O)(=O)N1CCOCC1	2%	-5%	?
N#Cc1ccccc1OCC(=O)Nc1cccc(S(=O)(=O)N2CCCCCC2)c1	21µM*	?	-3%
O=C(NCc1ccco1)c1cccn2c(=O)c3sccc3nc12	25%	10%	nt
Cc1nn(C)c2c1c(C(F)(F)F)cc(=O)n2CC(=O)N1CCN(c2ccccc2F)CC1	?	?	-12%
OCCNc1ncnc2c1cnn2Cc1ccccc1	7%	-9%	8%
O=C(Cc1c[nH]c2ccccc12)N1CCN(S(=O)(=O)c2ccc(F)cc2)CC1	-12%	-25%	nt
Cc1csc(NC(=O)c2cccnc2)n1	-5%	-10%	-5%
CCN(C(=O)CSc1nc2ccc([N+](=O)[O-])cc2s1)C1CCS(=O)(=O)C1 (configuration not stated)	?	-3%	-6%
CC(C)Oc1cccc(C(=O)Nc2ccc(N3CCN(C)CC3)cc2)c1	?	-10%	-2%
O=C(NC1CCCCC1)c1cc(S(=O)(=O)N2CCOCC2)c(Cl)cc1Cl	-27%	-20%	-5%
CCOC(=O)c1cc(-c2ccccc2)n(CCC(=O)Nc2ccc(C(F)(F)F)cc2)c1C	7.3µM*	7.3µM*	-7%
CC(C)N(Cc1nc(-c2ccccc2)no1)C(=O)CN(C)S(=O)(=O)c1ccc(Br)cc1	?	-24%	-12%
CS(=O)(=O)N1CCN(c2ccc(NC(=O)COc3ccccc3[N+](=O)[O-])cc2)CC1	?	-26%	4%
CCCCNC(=O)C1=CC(c2ccc3c(c2)OCO3)=NS(=O)(=O)N1C	-29%	0%	-7%
COc1cc(SC)ccc1C(=O)N(C)CC(=O)Nc1cccc2ccccc12	?	?	2%
Cc1c(C(=O)N2CCCCC2)c(S(=O)(=O)N2CCN(c3ccc(Cl)cc3)CC2)c(C)n1C	?	?	-8%
CS(=O)(=O)c1ccc(Nc2nc(C(N)Cc3ccc(F)cc3)cs2)cc1 (configuration not stated)	21µM*	16µM*	nt
Cc1nc2cc3nc(C(F)(F)F)[nH]c3cc2[nH]1	?	?	-5%
CCCCn1nnnc1C(c1cccs1)N1CCN(C/C=C/c2ccccc2)CC1 (configuration not stated)	23µM*	21µM*	nt
Cn1cnc(C(F)(F)F)c1-c1ccc([N+](=O)[O-])cc1	-22%	-14%	-3%
Cc1ccnc(NC(=O)/C=C/c2cccs2)c1	12µM*	?	-4%
N#Cc1ccc(NC(=O)CN2C(=O)NC3(CCCC3)C2=O)cc1	9%	5%	-1%
CCN(CC(=O)Nc1ccc(NC(C)=O)cc1)C(=O)/C=C/c1ccccc1	4%	16%	-8%
CC(OC(=O)CNC(=O)c1ccc2ccccc2c1)C(=O)NC1CCCCC1C (configuration not stated)	-23%	-15%	1%
O=C(NC1CCCCC1)C(c1cccnc1)N(C(=O)c1csnn1)c1ccccc1F (configuration not stated)	-1%	16%	1%
Cc1ccc(C(=O)c2cnc3ccccc3c2-c2ccccc2)cc1	23µM*	?	0%
NS(=O)(=O)c1ccc(CCNC(=O)CSc2ccsc2[N+](=O)[O-])cc1	-16%	-16%	-2%
O=C(Nc1cc(S(=O)(=O)N2CCOCC2)ccc1Cl)c1ccncc1	-2%	0%	-6%
O=C(CC[C@H]1O[C@@H](n2cnc3c(NC(=O)c4ccccc4)ncnc32)[C@H](O)[C@@H]1O)NCCCN1CCOCC1	-10%	-9%	nt
CC(C)n1ncc2c(C(=O)Nc3ccc(CC#N)cc3)cc(C3CC3)nc21	13µM*	?	-5%
Cc1cccc2cc(CN(CC3CCCO3)C(=S)Nc3ccccc3)c(=O)[nH]c12 (configuration not stated)	?	-4%	-4%
Cc1ccc(NC(=O)C2CCCN(c3cnccn3)C2)cc1Cl (configuration not stated)	23µM*	?	-1%
c1ccc2c(C[C@@H]3CNCCN3CCC34CC5CC(CC(C5)C3)C4)cccc2c1	?	18µM*	-10%
CC(=O)Nc1ccc(-c2ccnc3c2CC(C(=O)NCc2ccco2)O3)cc1 (configuration not stated)	0.0065µM*	0.18µM*	nt
COC(=O)c1cc(C#N)c(Oc2cccc(C)c2C)nc1C	10%	2%	2%
Cn1cccc1C(=O)OCc1nc2ccccc2c(=O)[nH]1	7%	?	-21%
O=C(Cc1c(Cl)cccc1Cl)Nc1cccnc1	-18%	?	-5%
COc1ccc(N2CCN(C(=O)c3cc4c(C)nc5ccccc5c4o3)CC2)cc1	9.2µM*	16µM*	-7%
CN(CC(=O)Nc1cccc(F)c1)C(=O)c1cn(-c2ccccc2)nc1-c1ccc(F)cc1	?	?	-5%
COc1ccc(S(=O)(=O)NC(CC(=O)O)c2ccco2)cc1 (configuration not stated)	10%	0%	-1%
COc1cc(CN2CCNC(=O)C2CC(=O)N2CCCO2)cc(OC)c1 (configuration not stated)	-13%	-9%	-2%
CCCCOCCCNC(=O)CCCOc1ccccc1	-15%	?	-4%
C[C@H]1[C@H]2CC[C@H]3[C@@H]4CC=C5C[C@@H](N(C)C)CC[C@]5(C)[C@H]4CC[C@]23CN1C	?	-4%	nt
COc1ccc2[nH]cc(/C=N/NS(=O)(=O)c3ccc(C)cc3)c2c1	13µM*	15µM*	-1%
CC(C)CN(C(=O)CN1CCCCCC1)c1c(N)n(CC(C)C)c(=O)[nH]c1=O	-27%	?	2%
COCCN1C(=O)N(c2cccc(OC)c2)C(=O)C1CC(=O)Nc1ccc(OC)cc1 (configuration not stated)	-3%	5%	-6%
O=C(NC1CCCCCC1)c1ccc(CS(=O)(=O)Cc2ccccc2F)o1	-15%	-27%	-18%
O=C(NC1CC1)c1ccc2nc(-c3ccco3)c(-c3ccco3)nc2c1	13µM*	?	nt
CN1C(=O)c2[nH]nc(-c3ccc(F)cc3)c2C1c1ccccn1 (configuration not stated)	?	-22%	-2%
Cc1ccccc1N(CC(=O)O)S(C)(=O)=O	-8%	-6%	1%
Cc1cc(Cl)c2oc(C(=O)N3CCN(c4cccc(C)n4)CC3)c(C)c2c1	?	4%	-8%
Cc1cc(NC(=O)C2C3C(=O)N(CCC(C)C)C(C(=O)NCc4ccccc4)C34C=CC2(C)O4)no1 (configuration not stated)	-14%	-24%	-21%
Cc1cc(C(=O)N/N=C2\CC(=O)CC(C)(C)C2)c2ccccc2n1	-2%	5%	-3%
CCCCNc1nnc(SCC(=O)c2c(N)n(CCC)c(=O)[nH]c2=O)s1	-16%	-17%	-1%
CC[C@@H](C)[C@@H]1CN([C@@H](C)CN2CCC[C@H]2CN2C(N)=NC[C@@H]2Cc2ccccc2)C(=N)N1CCCC1CCCC1	?	?	-3%
CSc1ccccc1NC(=O)CN(C)CC(=O)Nc1ccccc1C(F)(F)F	-22%	-17%	-5%
O=C(N/N=C/c1ccc([N+](=O)[O-])o1)c1ccc(O)cc1	2.9µM*	2.9µM*	-22%
Cc1c(Nc2cc(N3CCCC(C)C3)c3nonc3c2[N+](=O)[O-])c(=O)n(-c2ccccc2)n1C (configuration not stated)	11%	-7%	3%
COc1ccc(N2Cc3ccc(OC)c(OC)c3C2=O)cc1	-7%	-4%	-16%

# More records
compound	TDP1 cell noCPT	DT40 TDP1 CPT	GCN5L2 inh
Cc1ccccc1N(C(=O)Cc1c[nH]c2ccccc12)C(C(=O)NC1CCCCC1)c1ccco1 (configuration not stated)	9.2µM*	21µM*	3%
O=S(=O)(Nc1ccccc1O)c1cccc2cccnc12	?	-2%	1%
O=C(Cc1n[nH]c(=O)c2ccccc12)Nc1ccc(-c2nnc3n2CCCCC3)cc1	2%	-23%	-7%
COc1ccc(CC(=O)N2CCN(c3ccc(C4=NNC(=O)CC4C)cc3)CC2)cc1 (configuration not stated)	?	?	-14%
COc1cc(/C=N/NC(=Nc2ccc(C)cc2)c2nc3ccccc3s2)ccc1O	16µM*	14µM*	-6%
Cc1c(Br)c([N+](=O)[O-])nn1C(C)C(=O)N1CCCc2ccccc21 (configuration not stated)	16µM*	?	0%
c1ccc2c(c1)[nH]c1c(N3CCC4(CC3)OCCO4)ncnc12	7.3µM*	16µM*	-6%
CCOC(=O)N1CCN(C(=O)CSCc2nc(-c3ccccc3F)oc2C)CC1	?	?	-1%
Cc1cc(C)c(OCC(O)CN2CCN(C(=O)c3ccccc3)CC2)c(C)c1 (configuration not stated)	-28%	1%	-7%
Fc1ccc(N2N=C(c3cccs3)CC2c2ccccc2)cc1 (configuration not stated)	?	-16%	-3%
COc1ccccc1NC(=O)COC(=O)c1ccccc1C(=O)N1CCN(c2ccccc2)CC1	-18%	1%	-10%
Brc1cc2c(cc1C1OCCCO1)OCO2	-2%	-10%	nt
Nc1ccc(-c2nc3ccc(C(=O)O)cc3s2)cc1	-26%	-30%	28µM*
COC(=O)c1ccc(N=Cc2c(C(F)(F)F)[nH]n(C)c2=O)cc1	-7%	1%	-9%
CCOc1c(Cl)cc(/C=C/C(=O)N(CC)CC(=O)NCc2cccs2)cc1OC	?	?	-4%
O=C(COC(=O)c1cccnc1Cl)NCc1ccco1	-3%	19%	0%
O=C(Cn1ccc(NC(=O)OCc2ccccc2)nc1=O)NCCc1ccccn1	3%	2%	?
CC1CCc2c(c3ccccc3[nH]c2=O)O1 (configuration not stated)	2%	2%	-10%
CCn1c(COc2c(C)cccc2C)nnc1SCc1nc2ccccc2c(=O)[nH]1	?	-29%	-8%
Cc1ccc(-c2cnc(C(O)c3c(C)cccc3C)[nH]2)cc1 (configuration not stated)	-26%	-25%	nt
Clc1cccc(CN2CCc3c([nH]c4ccccc34)C2)c1Cl	23µM*	?	-15%
COc1ccccc1NC(=O)C(C)Sc1nccn1C (configuration not stated)	-18%	-3%	-12%
CC(C)CC(=O)NC(c1cccs1)c1ccc2cccnc2c1O (configuration not stated)	0.58µM*	2.9µM*	-4%
Cc1nc([N+](=O)[O-])cn1CC(=O)c1ccc(OC(F)(F)F)cc1	-6%	-15%	-11%

# One compound at a time, from the list above. Values in the order: TDP1 cell noCPT, DT40 TDP1 CPT, GCN5L2 inh
# CC[C@@H](C)[C@@H]1CN([C@@H](C)CN2CCC[C@H]2CN2C(N)=NC[C@@H]2Cc2ccccc2)C(=N)N1CCCC1CCCC1 across the screens: ?, ?, -3%
# Cc1cccc2cc(CN(CC3CCCO3)C(=S)Nc3ccccc3)c(=O)[nH]c12 (configuration not stated) across the screens: ?, -4%, -4%
# Cc1ccccc1N(C(=O)Cc1c[nH]c2ccccc12)C(C(=O)NC1CCCCC1)c1ccco1 (configuration not stated) across the screens: 9.2µM*, 21µM*, 3%
# Cc1csc(NC(=O)c2cccnc2)n1 across the screens: -5%, -10%, -5%
# CC1CCc2c(c3ccccc3[nH]c2=O)O1 (configuration not stated) across the screens: 2%, 2%, -10%

# Later entries
compound	TDP1 cell noCPT	DT40 TDP1 CPT	GCN5L2 inh
O=C(NC(=S)Nc1ccc(N2CCCC2)cc1)c1ccccc1[N+](=O)[O-]	-29%	-9%	2%
N#Cc1ccccc1OCC(=O)N1CCN(S(=O)(=O)c2ccc(Cl)cc2)CC1	?	-8%	-9%
CCCNC(=O)C1CCC(CNS(=O)(=O)c2ccc3c(c2)CC(C)N3C(C)=O)CC1 (configuration not stated)	?	?	-14%&-6%
O=S(=O)(c1ccccc1)C1(C2CC(c3ccccc3)=NO2)CC(O)C1 (configuration not stated)	-4%	?	-1%
Cc1cc(C)nc(Nc2ccc(C)c([N+](=O)[O-])c2)n1	-23%	18%	4%
Cc1ccc(CNC(=O)COC(=O)Cc2ccc(-c3ccccc3)cc2)cc1	?	?	-5%
CC(C)(C)c1ccc(NC(=O)COC(=O)c2ccc(CN3CCCC3=O)cc2)cc1	-12%	-36%	-7%
CSCC(NS(=O)(=O)c1ccc(C)cc1)C(=O)O (configuration not stated)	-1%	11%	-4%
Brc1ccc(-c2nc3ncccn3c2NC2CCCCC2)o1	?	16µM*	-6%
Cc1ccc(C(=O)NNc2ncnc3c2cnn3C)cc1	-6%	4%	1%
CCN(CC)Cc1cc(NC2=NS(=O)(=O)c3ccccc32)ccc1OC(=O)C(C)C	-6%	?	0%
COc1cc2c(NC3CCN(C(C)C)CC3)nc(N3CCCN(C)CC3)nc2cc1OCCCN(C)C	6.3µM*	3.2µM*	nt
CCC(SC1=NCCS1)C(=O)Nc1ccc(S(N)(=O)=O)cc1 (configuration not stated)	-3%	-5%	31%[activator]
CCNc1nc(Cl)nc(NCCOc2ccc(C)cc2)n1	-29%	?	-1%

# Bioassay records from PubChem BioAssay.
